GPR35 arrestin U2OS: inhibition of zaprinast-stimulated GPR35 beta-arrestin translocation – imaging, U2OS, beta-arrestin-GFP, zaprinast agonist, primary screen (AID 2058); U2OS GPR35 beta-arrestin-GFP translocation imaging, zaprinast antagonism; higher % means a stronger effect; one-dose inhibition, % at 10 µM; IC50 in µM for titrated hits; 0.052% of 290,000 active;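 active means inhibition of at least 50% with at least 30 cells and total cytoplasm GFP at most 10,000,000; inconclusive means under 30 cells or total GFP of 10,000,000 plus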
GPR55 antagonists: GPR55 antagonists blocking LPI-driven arrestin recruitment, primary screen, imaging, U2OS, beta-arrestin-GFP, LPI agonist (AID 2013). 0.13% of 290,000 active. one-dose inhibition, % at 10 µM; IC50 in µM for titrated hits. U2OS GPR55 beta-arrestin-GFP translocation imaging, LPI antagonism; higher % means a stronger effect;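 active means spots per cell inhibited over 60%, with over 100 cells counted and total cytoplasm intensity under 500,000; inconclusive means wells with under 100 cells, flagged as likely toxic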;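 further: U2OS cells stably carrying GPR55 and arrestin-GFP stimulated by 5 µM LPI near EC80; imaged beta-arrestin-GFP aggregate spots per cell after agonist stimulation; plate controls were LPI-stimulated DMSO wells for no effect and DMSO wells without LPI for full effect; some results filed as inactive read as strong as hits; confirmed hits need IC50 under 10 µM and bright autofluorescent wells are also inconclusive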
AID2073: inhibitors of Mint1-CaV2.2 protein interaction, biochemical, HTRF (AID 2073); one-dose inhibition, % at 20 µM; IC50 in µM for titrated hits; 0.19% of 290,000 active; HTRF protein-protein interaction, Mint1-CaV2.2; higher % means a stronger effect; in the data active means inhibition mostly above about 51%, no sharp cut-off; inconclusive means no clear call, values can overlap the other calls; inactive means mostly below about 53%; further: some results filed as inactive read as strong as hits
NS5 inhibitors: Dengue-2 NS5 methyltransferase inhibitors, primary screen, biochemical, confirmation dose response (AID 588689). Dengue-2 NS5 methyltransferase capping enzyme assay, biochemical; higher % means a stronger effect. 0.3% of 340,000 active. one-dose inhibition, % at 25 µM; IC50 in µM for titrated hits; in the data active means a potency from the dose series; inconclusive means inhibition above about 29% without an active follow-up result
Yfh1-depleted yeast: enhancers of respiration in Yfh1-depleted yeast, dose response, Friedreich's ataxia, plus single-dose screen (AID 1465) | S. cerevisiae Yfh1-off respiration, WST-1 reduction, 72 h; higher fold induction means a stronger effect | one-dose fold induction at 50 µM; EC50 in µM for titrated hits | 0.074% of 220,000 active;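 active means fold induction of absorbance versus untreated yeast above a set limit, then at least 30% activation at any dose in follow-up; inconclusive means repeats straddling the limit, or above it without dose testing; inactive means fold induction below the set limit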;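 further: activators that raise dye reduction in frataxin-depleted yeast; strong numbers were not always called active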
Rac1 GTP hydrolysis: MgcRacGAP GTPase-activating activity inhibitors, confirmation, biochemical, ADP Hunter fluorescence | MgcRacGAP-stimulated Rac1 GTP hydrolysis, ADP Hunter fluorescence; higher % means a stronger effect; GST-tagged Rac1 F28L mutant substrate | inhibition, % at 30 µM, or IC50 in µM where a hit was titrated | 0.6% of 340,000 active | AID 624330;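 active means first-screen hits whose inhibition reached a set limit at any dose in the follow-up dose series; inconclusive means inhibition above the set first-screen limit but never retested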;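 further: fluorescence reports GDP produced by GAP-driven GTP hydrolysis; strong numbers were not always called active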
NTR1 agonist: agonists of NTR1, primary screen, imaging, U2OS cells, beta-arrestin-GFP, high content (AID 493036); 0.17% of 330,000 active; NTR1-U2OS beta-arrestin-GFP spot imaging, agonist mode; activation, % at 20 µM; P30989;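 active means activation at or above 40% of the spot to cytoplasm intensity ratio, with at least 20 cells analyzed; inconclusive means wells under 20 cells, flagged as cytotoxic or low count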;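 further: 0% = DMSO without peptide and 100% = 100 nM NTR1 peptide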
Target sequence (P30989 whole entry, looked up): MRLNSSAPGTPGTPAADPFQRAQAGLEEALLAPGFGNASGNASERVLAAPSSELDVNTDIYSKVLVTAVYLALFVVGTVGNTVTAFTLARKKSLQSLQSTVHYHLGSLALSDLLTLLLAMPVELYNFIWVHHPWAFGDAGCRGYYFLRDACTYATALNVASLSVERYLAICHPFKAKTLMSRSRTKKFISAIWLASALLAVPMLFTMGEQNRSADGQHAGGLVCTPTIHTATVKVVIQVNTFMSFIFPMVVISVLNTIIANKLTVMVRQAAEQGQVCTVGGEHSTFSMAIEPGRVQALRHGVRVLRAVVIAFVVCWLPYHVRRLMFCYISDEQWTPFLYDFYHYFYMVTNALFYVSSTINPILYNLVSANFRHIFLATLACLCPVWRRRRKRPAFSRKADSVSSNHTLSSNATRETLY
GPR55 activation: selective activators of receptor GPR55 – imaging, U2OS cells, beta-arrestin-GFP redistribution, primary screen (AID 1961); U2OS GPR55 beta-arrestin-GFP redistribution imaging; higher % means a stronger effect; activation, % at 10 µM; hits with a dose series show EC50 in µM; 0.048% of 290,000 active;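 active means activation above 40% with more than 50 cells counted in the well; inconclusive means wells holding fewer than 50 cells, flagged as toxic or sparse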;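 further: U2OS osteosarcoma cells stably expressing GPR55 and beta-arrestin-GFP; plate controls were DMSO negative control for no effect and LPI positive control for full effect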
Large T inhibition: TAg ATPase/helicase activity blockers – biochemical (AID 1903); one-dose inhibition, % at 20 µM; IC50 in µM for titrated hits; 0.39% of 310,000 active; SV40 large T antigen ATPase/helicase inhibition assay; higher % means a stronger effect; in the data active means a potency from the dose series; inconclusive means inhibition mostly from about 32% at the one dose, without a potency; inactive means the rest, 99 in 100 with inhibition below about 32%; further: strong numbers were not always called active
NTR1 agonist cell count 20 µM: second read-out of NTR1 agonist, no call of its own (marks repeat the call); cell count; measured here: cell count, cytotoxicity flag
NS5 inhibitors pilot replicate: second read-out of NS5 inhibitors, no call of its own (marks repeat the call); inhibition, %; measured here: pilot screen replicate inhibition
* = called active by the depositor; i = inactive; ? = inconclusive; / = not tested or not shown.

SMILES	GPR35 arrestin U2OS	GPR55 antagonists	AID2073	NS5 inhibitors	Yfh1-depleted yeast	Rac1 GTP hydrolysis	NTR1 agonist	NTR1 agonist cell count 20 µM	GPR55 activation	Large T inhibition	others
NS(=O)(=O)c1ccc(CCNC(=O)C(=O)NCC2OCCN2S(=O)(=O)c2cc(F)ccc2F)cc1 (stereo not drawn)	6%	2%	55%	-2%	/	5%	1.0	67	0.0%	13%
NNC(=O)c1nc[nH]c1C(=O)Nc1ccccc1[N+](=O)[O-]	4%	20%	-6%	4%	/	11%	1.1	33	0.0%	-4%
O=C(Cc1ccccc1)Nc1ccccc1C(=O)Nc1ccccc1	/	7%	6%	6%	i	-6%	0.0	68	-0.3%	5%
Cc1ccc(-c2nn3cnnc3c3ccccc23)cc1	-3%	1%	0%	-6%	i	7%	1.8	84	8.6%	4%
CCOC(=O)Nc1cccc(NC(=O)c2ccccc2F)c1	-9%	5%	-1%	-119%	i	11%	1.8	57	-0.1%	1%
Brc1ccc(-n2cc(-c3ccccc3)c3c(NN4CCOCC4)ncnc32)cc1	3%	-4%	-5%	0%	i	10%	10	70	-0.2%	-3%
O=C(NNC(=S)NCc1ccccc1)c1cccnc1	2%	5%	-8%	-2%	/	7%	0.8	66	-0.1%	7%
Cc1ccc(S(=O)(=O)N(C)C)cc1NC(=O)COC(=O)CCC1CCCC1	/	/	/	-7%	/	7%	1.1	56	/	0%
NC(=S)N1OC[C@@H]2COc3ccc4ccccc4c3[C@@H]21	10%	0%	3%	-1%	i	6%	1.9	34	0.6%	6%
COc1ccc(CCNC(=O)C2CCN(Cc3nc(-c4ccccc4F)oc3C)CC2)cc1OC	-15%	23%	11%	0%	i	-6%	-1.7	46	-0.1%	-2%
O=[N+]([O-])c1cc(S(=O)(=O)N2CCCC2)ccc1OCc1ccccc1	-6%	6%	9%	-3%	/	2%	2.1	56	0.0%	5%
Cc1nnc(SCC(=O)NCc2cccs2)[nH]c1=O	3%	-8%	0%	-3%	i	7%	0.9	46	-0.2%	5%
c1csc(CNCc2ccncc2)c1	-14%	2%	0%	-2%	i	-2%	4.2	66	-0.2%	0%
COc1cc(/C=N/NC(=O)C(=O)NCC2CCCO2)ccc1OCC(=O)N1CCOCC1 (stereo not drawn)	-2%	1%	5%	-8%	i	3%	-2.1	35	-0.6%	23%
O=C(Nc1cccc([N+](=O)[O-])c1)C1CC(=O)N(C2CCCCC2)C1 (stereo not drawn)	15%	9%	5%	2%	i	7%	0.3	92	0.2%	/
COc1ccc(Cn2nnnc2C(c2cc3ccc(OC)cc3[nH]c2=O)N2CCCCCC2)cc1 (stereo not drawn)	-15%	-9%	51%	1%	i	-10%	0.7	60	-0.1%	9%
Cc1ccc2c(c1)N(C(=O)CCC(=O)Nc1ccccc1Br)CC(C)O2 (stereo not drawn)	-5%	-6%	11%	-5%	/	-2%	1.1	44	0.6%	13%
O=C(Nc1ccc(NC(=O)c2ccccc2Cl)nc1)c1ccco1	-2%	9%	13%	-2%	/	5%	0.4	46	0.0%	11%
COc1cc(S(=O)(=O)NC2CCCC2)ccc1Cl	0%	24%	12%	-3%	i	4%	-0.7	47	0.4%	0%
CN1C(=O)c2cccc3c(N(C)C)ccc(c23)C1=O	-8%	0%	1%	-17%	/	15%	1.1	60	-0.1%	6%

Sorted by formula weight (low to high): part of the list above.
SMILES	GPR35 arrestin U2OS	GPR55 antagonists	AID2073	NS5 inhibitors	Yfh1-depleted yeast	Rac1 GTP hydrolysis	NTR1 agonist	NTR1 agonist cell count 20 µM	GPR55 activation	Large T inhibition	others
c1csc(CNCc2ccncc2)c1	-14%	2%	0%	-2%	i	-2%	4.2	66	-0.2%	0%
CN1C(=O)c2cccc3c(N(C)C)ccc(c23)C1=O	-8%	0%	1%	-17%	/	15%	1.1	60	-0.1%	6%
Cc1ccc(-c2nn3cnnc3c3ccccc23)cc1	-3%	1%	0%	-6%	i	7%	1.8	84	8.6%	4%
O=C(NNC(=S)NCc1ccccc1)c1cccnc1	2%	5%	-8%	-2%	/	7%	0.8	66	-0.1%	7%
NNC(=O)c1nc[nH]c1C(=O)Nc1ccccc1[N+](=O)[O-]	4%	20%	-6%	4%	/	11%	1.1	33	0.0%	-4%
Cc1nnc(SCC(=O)NCc2cccs2)[nH]c1=O	3%	-8%	0%	-3%	i	7%	0.9	46	-0.2%	5%
O=C(Cc1ccccc1)Nc1ccccc1C(=O)Nc1ccccc1	/	7%	6%	6%	i	-6%	0.0	68	-0.3%	5%
O=C(Nc1ccc(NC(=O)c2ccccc2Cl)nc1)c1ccco1	-2%	9%	13%	-2%	/	5%	0.4	46	0.0%	11%
Cc1ccc(S(=O)(=O)N(C)C)cc1NC(=O)COC(=O)CCC1CCCC1	/	/	/	-7%	/	7%	1.1	56	/	0%
COc1cc(/C=N/NC(=O)C(=O)NCC2CCCO2)ccc1OCC(=O)N1CCOCC1 (stereo not drawn)	-2%	1%	5%	-8%	i	3%	-2.1	35	-0.6%	23%
Brc1ccc(-n2cc(-c3ccccc3)c3c(NN4CCOCC4)ncnc32)cc1	3%	-4%	-5%	0%	i	10%	10	70	-0.2%	-3%
COc1ccc(Cn2nnnc2C(c2cc3ccc(OC)cc3[nH]c2=O)N2CCCCCC2)cc1 (stereo not drawn)	-15%	-9%	51%	1%	i	-10%	0.7	60	-0.1%	9%

Other records follow:
SMILES	GPR35 arrestin U2OS	GPR55 antagonists	AID2073	NS5 inhibitors	Yfh1-depleted yeast	Rac1 GTP hydrolysis	NTR1 agonist	NTR1 agonist cell count 20 µM	GPR55 activation	Large T inhibition	others
OC(CNCc1ccccc1)COc1ccccc1 (stereo not drawn)	/	/	/	-1%	/	5%	1.8	55	/	4%
COc1ccc(OCC(=O)Nc2ccc(C)c(S(=O)(=O)N(C)C)c2)cc1	-2%	-4%	5%	/	i	/	1.8	38	-0.2%	6%
CCOC(=O)c1c(C)nc2cc(C)cc(C)n12	-4%	-4%	-1%	2%	i	1%	1.0	30	0.1%	-7%
CCOC(=O)C1CCN(C/C=C/c2ccccc2OC)CC1	-2%	6%	-5%	-2%	i	17%	-1.2	80	-0.1%	3%
CC1CN(S(=O)(=O)c2ccc(F)cc2)C(C)N1C(=O)N1CCOCC1 (stereo not drawn)	12%	14%	-2%	-5%	/	6%	-1.0	63	0.7%	27%
Cc1c(CCOC(=O)C23CC4CC(CC(C4)C2)C3)sc[n+]1CC#N	-5%	10%	1%	-7%	i	10%	-1.1	56	1.0%	16%
O=C(C1CCC(CNc2c(N3CCOCC3)c(=O)c2=O)CC1)N1CCN(c2ccccc2)CC1 (stereo not drawn)	-19%	1%	43%	-7%	i	2%	-0.9	93	-0.1%	0%
OC(COCc1ccccc1)CN1CCCCC1 (stereo not drawn)	1%	-1%	0%	-12%	/	1%	0.7	57	0.1%	8%
CC(C)CO/C(=N/S(=O)(=O)c1ccccc1)c1ccccc1	1%	-10%	6%	-3%	i	6%	3.5	72	-0.1%	1%	NS5 inhibitors pilot replicate=0.0
CC(C)CNS(=O)(=O)c1ccc(CCC(=O)N2CCN(Cc3ccccc3)CC2)cc1	3%	3%	-2%	-9%	i	2%	-2.1	48	-0.1%	9%
Cc1ccc(CNC(=O)C2CCCN(c3ncnc4c3nc3n4CCCCC3)C2)cc1 (stereo not drawn)	-20%	15%	-2%	1%	/	3%	1.8	69	-0.1%	19%
Nc1ncnc(Oc2cccc(C(F)(F)F)c2)c1[N+](=O)[O-]	1%	5%	-11%	0%	?	7%	2.2	52	0.0%	-1%
CCCCOc1ccc(NC(=O)c2cc(F)c(F)cc2Cl)cc1	-4%	1%	8%	-7%	i	-5%	3.1	61	-0.1%	19%
Cc1nc(NC2=NCN(Cc3ccco3)CN2)nc2ccccc12	-1%	-4%	-6%	/	/	/	/	/	-0.2%	/
O=C(NNC(=O)c1ccccc1Br)c1ccc(Cl)cc1	11%	3%	12%	1%	i	6%	2.3	48	0.3%	3%
Cc1noc(/C=C/N(C)C)c1S(=O)(=O)N1CCCC(C(=O)NC2CCCCC2C)C1 (stereo not drawn)	-8%	-18%	-5%	-3%	/	0%	2.3	79	-0.1%	13%
Cc1ccc(-c2cc(N)n(Cc3ccc(Cl)cc3)n2)cc1	7%	9%	0%	-10%	i	5%	2.8	51	0.2%	-3%
O=C(c1ccc(Cl)cc1Cl)N1CCC(C(=O)N2CCOCC2)CC1	-16%	5%	-17%	-2%	/	5%	0.1	41	-0.2%	6%
O=C(NC1CC2CCCC(C1)N2C(=O)Nc1ccccc1)c1ccncc1 (stereo not drawn)	9%	23%	-3%	1%	i	7%	-1.5	94	0.3%	-3%
CCCn1nnnc1NCc1ccccc1C	7%	11%	12%	-1%	/	4%	0.8	57	0.3%	6%	NS5 inhibitors pilot replicate=-4.8
COc1ccccc1S(=O)Cc1ccc(C(=O)NCc2ccccc2Cl)o1 (stereo not drawn)	4%	4%	4%	-7%	i	6%	2.0	54	0.2%	1%
CCNC(=O)/C(C#N)=C/c1c(N2CCOCC2)nc2ccccn2c1=O	0%	5%	19%	3%	i	2%	1.7	74	-0.3%	3%
Cc1cccc(N(CC(=O)NCCc2ccccc2)C(=O)c2csnn2)c1	14%	-13%	-1%	-12%	/	6%	1.9	52	0.3%	7%
COCC(=O)N1CCN(c2cccc(Cl)c2)CC1	4%	2%	-7%	-4%	i	5%	-1.3	65	-0.1%	2%
Cc1ccc(C(=O)NC(=S)Nc2ccccc2N2CCOCC2)cc1C	-1%	0%	-10%	-3%	/	6%	5.8	59	0.2%	5%
COc1ccccc1NC(=O)COc1cccc2c1CCNC2=O	/	/	/	-2%	/	5%	3.7	82	/	21%
Nc1cc(F)ccc1N1CCCCCC1	-12%	7%	3%	1%	i	5%	-0.4	31	-0.4%	6%

Source: PubChem (several laboratories)
